GLD-1 RNA inh: GLD-1-TGE RNA interaction inhibition (C. elegans); inhibition, % at 5.96 µM; 0.44% of 320,000 active; Q17339; AID 2280; purified GLD-1 + fluorescein TGE RNA, fluorescence polarization;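 active = percent inhibition above a per-plate cutoff, the plate mean of test compounds plus 3 SD, cut at about 30% in these data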;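 note: 0% = DMSO wells with GLD-1 and probe and 100% = wells lacking GLD-1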
CIT2-GFP yeast: modulators of TOR pathway CIT2-GFP in S. cerevisiae; S. cerevisiae CIT2-GFP strain, flow cytometry, 3 h; 100 means same as DMSO wells; GFP response vs DMSO, % at 10 µM; 0.065% of 320,000 active; AID 2029;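 active = GFP response relative to DMSO above a set limit, near the screen mean plus 3 SD, cut at about 150% in these data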;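 note: ratio of well median GFP fluorescence to mean of DMSO wells on the plate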
CR mimetic SO: yeast age-related superoxide inhibition as caloric restriction mimetic; S. cerevisiae aged cells, superoxide DHE fluorescence; stronger effect = lower value; 0.18% of 330,000 active; superoxide response (% of plate mean), % at 10 µM;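 active = superoxide response under a set limit, about three screen SD below normal, cut at about 65% in these data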;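 note: yeast aged for seven days with compound at 30 °C before DHE staining; 100% = average MFI of all compound-treated wells on the plate with controls excluded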
MEX-5 binding: C. elegans MEX-5 TCR-2 RNA binding activity; activity score (negative = inhibition of binding), % at 10 µM; AID 1832; MEX-5/FITC-TCR2 RNA binding, fluorescence polarization; stronger effect = lower value; 0.38% of 300,000 active; Q9XUB2;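 active = inhibition past about -25% in most replicates, and total fluorescence under double the plate's negative control median, limit read from the data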;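 note: 0% = DMSO and -100% = 5 µM competing unlabeled TCR2 RNA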
Target sequence (Q9XUB2 whole entry, looked up): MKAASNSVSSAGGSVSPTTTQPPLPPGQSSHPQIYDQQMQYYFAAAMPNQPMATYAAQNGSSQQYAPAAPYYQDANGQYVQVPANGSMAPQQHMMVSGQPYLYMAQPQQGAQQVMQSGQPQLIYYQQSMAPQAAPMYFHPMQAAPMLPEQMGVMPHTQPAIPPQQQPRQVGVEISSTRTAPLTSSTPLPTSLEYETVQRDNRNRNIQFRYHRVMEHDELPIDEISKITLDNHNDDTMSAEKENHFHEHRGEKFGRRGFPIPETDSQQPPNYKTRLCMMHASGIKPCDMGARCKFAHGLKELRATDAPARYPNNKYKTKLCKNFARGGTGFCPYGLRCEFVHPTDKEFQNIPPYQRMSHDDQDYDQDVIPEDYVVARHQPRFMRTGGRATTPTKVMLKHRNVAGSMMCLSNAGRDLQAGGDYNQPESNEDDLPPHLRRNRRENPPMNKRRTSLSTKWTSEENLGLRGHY
GRK2 aptamer HTS: blocks RNA aptamer binding to human GRK2; 0.59% of 330,000 active; bead flow cytometry, FAM-aptamer displacement from GRK2; inhibition of aptamer binding, % at 10 µM;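 active = inhibition of aptamer binding above 40%, roughly 3 SD of noise, on plates passing a quality check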;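 note: median bead fluorescence of bound FAM aptamer so fluorescent compounds give negative values; no value below 0 was filed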
BCLXL inh: Bcl-xL (human) inhibition; GST-Bcl-xL / FITC-Bim BH3 peptide fluorescence polarization; inhibition, % at 10.9 µM; 0.7% of 320,000 active;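 active = inhibition above the mean of all tested compounds plus 3 SD, cutoff set per campaign, cut at about 30% in these data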;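 note: 0% = DMSO wells and 100% = unlabeled Bim-BH3 peptide competitor; inhibitors lower millipolarization by displacing the labeled peptide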
Target sequence (Q07817 whole entry, looked up): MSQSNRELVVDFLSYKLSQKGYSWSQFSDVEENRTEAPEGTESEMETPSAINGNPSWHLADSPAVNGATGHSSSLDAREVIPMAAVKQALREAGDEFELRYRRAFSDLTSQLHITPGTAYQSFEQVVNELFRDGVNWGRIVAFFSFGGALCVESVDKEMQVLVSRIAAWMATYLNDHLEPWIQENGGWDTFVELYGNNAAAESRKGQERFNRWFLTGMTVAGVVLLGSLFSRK
MCL1 BIM primary: inhibitors of human MCL1 binding to BIM-BH3 peptide; Q07820; GST-MCL1 / FITC-Bim-BH3 fluorescence polarization; inhibition, % at 10.9 µM; 0.68% of 320,000 active;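 active = inhibition above the mean inhibition of all tested compounds plus 3 SD, set per campaign, cut at about 40% in these data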;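 note: 0% = DMSO wells and 100% = unlabeled Bim-BH3 peptide control; higher means more loss of mP so more displacement of Bim peptide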
Target sequence (Q07820 whole entry, looked up): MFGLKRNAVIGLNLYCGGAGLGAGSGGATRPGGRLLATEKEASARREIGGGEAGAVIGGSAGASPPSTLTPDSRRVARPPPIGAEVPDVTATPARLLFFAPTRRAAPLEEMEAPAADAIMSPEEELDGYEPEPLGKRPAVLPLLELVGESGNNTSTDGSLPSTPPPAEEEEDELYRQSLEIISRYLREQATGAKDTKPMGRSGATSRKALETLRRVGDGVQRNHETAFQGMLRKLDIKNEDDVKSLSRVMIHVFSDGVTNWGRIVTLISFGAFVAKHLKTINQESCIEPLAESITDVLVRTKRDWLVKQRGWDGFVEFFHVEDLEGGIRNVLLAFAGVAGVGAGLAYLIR
AGP1 TOR yeast: modulators of TOR pathway AGP1-GFP in S. cerevisiae. S. cerevisiae AGP1-GFP multiplex flow cytometry, 3 h; GFP as percent of DMSO wells. GFP response vs DMSO, % at 10 µM. 0.02% of 320,000 active. AID 2066;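 active = GFP response relative to DMSO above a set limit, near screen average plus 3 SD, cut at about 150% in these data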;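 note: median GFP channel fluorescence of the gated AGP1 strain per well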
VLA-4 inh: inhibition in a human VLA-4 binding assay; P13612; VLA-4 expressing cells, ligand binding flow cytometry; inhibition, % (about 7 µM as worked out from the volumes in the protocol); 0.2% of 330,000 active; AID 2557; in the data active = inhibition above about 50%
An asterisk follows results filed as active; i = inactive; . = no result given; [ ] = dose if it differs, or a comment.

Under each structure: GLD-1 RNA inh | CIT2-GFP yeast | CR mimetic SO | MEX-5 binding | GRK2 aptamer HTS | BCLXL inh | MCL1 BIM primary | AGP1 TOR yeast | VLA-4 inh
- O=C(O)c1cccc(NC(=O)c2cn(-c3ccccc3)nc2-c2ccncc2)c1
 : -8 | 105 | 115 | -0.9 | 0 | -4 | -20 | 107 | 5
- Cc1cc(NCCO)nc(N2CCOCC2)n1
 : 10 | 99 | 86 | -3.7 | 2 | 13 | 4 | 102 | 12
- CS(=O)(=O)c1ccc(C(=O)OCC(=O)NC(=O)C2CCCCC2)cc1[N+](=O)[O-]
 : 11 | 95 | 98 | 1.7 | 0 | -4 | -3 | 93 | 18
- CCCCCN(C(=O)CCC(=O)OCC(=O)c1ccc(C(C)CC)cc1)c1c(N)n(CCCC)c(=O)[nH]c1=O (centres undefined)
 : 5 | 94 | 100 | 0.0 | 1 | -2 | 0 | 101 | 7
- COc1ccc(S(=O)(=O)N(C)C)cc1NCC(=O)Nc1cccc2ccccc12
 : 2 | 100 | 100 | -3.5 | 0 | 0 | -10 | 108 | 11
- OCCN1CCOCCN(CCO)CCN(CCO)CC1
 : 7 | 100 | 105 | 0.0 | 1 | 2 | 10 | 100 | 5
- Cc1cc2c(c(=O)n1Cc1cccnc1)C(c1ccc(F)cc1)C(C#N)=C(N)O2 (centres undefined)
 : 2 | 103 | 106 | -2.2 | 2 | 4 | 0 | 98 | 11
- CCC(CC)=NNc1ccc([N+](=O)[O-])cc1[N+](=O)[O-]
 : 5 | 95 | 101 | -4.3 | 61* | 2 | 5 | 98 | 4
- CCCCn1c(SCC(=O)Nc2ccc(C)c(S(=O)(=O)N3CCOCC3)c2)nnc1C(CC)N(C)C (centres undefined)
 : 6 | 102 | 89 | 1.3 | 1 | 1 | -1 | 107 | 0
- COc1cc(Cl)cc(NC(=O)CCN2CCN(C)CC2)c1
 : -7 | 111 | 108 | 1.4 | 1 | 0 | 0 | 112 | 7
- Cc1c2cnn(-c3ccccc3)c(=O)c2c(C)n1CCCC(=O)N1CCN(C)CC1
 : 5 | 103 | 102 | 0.1 | 1 | 4 | 1 | 101 | 22
- O=C(c1cc2cc(F)ccc2[nH]1)N(Cc1cccnc1)CC1CCCN(C2CCCCC2)C1 (centres undefined)
 : -4 | 106 | 101 | 0.6 | 0 | 3 | -4 | 108 | -115
- Cc1ccc(S(=O)(=O)N2CCCC2)cc1C(=O)NCCN1CCOCC1
 : 6 | 114 | 107 | -0.7 | 0 | 2 | 1 | 104 | -9
- CCC1CN(C(=O)NCc2ccc(F)cc2)c2ccccc2O1 (centres undefined)
 : . | 103 | 90 | -0.6 | 0 | . | . | 105 | 11
- O=S(=O)(Nc1nc2ccccc2s1)c1ccc(Cl)nc1
 : -2 | 93 | 104 | 0.4 | 4 | 2 | 1 | 109 | 9
- CN(C)c1ccc(/C=C/C(=O)c2ccc3c(c2)OCO3)cc1
 : -79 | 84 | 91 | . | 5 | -41 | -104 | 93 | -289
- CC(C)Nc1nc(NNc2nc(Cl)nc(NC(C)(C)C)n2)nc(NC(C)C)n1
 : 1 | 93 | 112 | 0.3 | 4 | 5 | 12 | 97 | 11
- CC(C)Cc1nc(Nc2ccccc2C#N)c2nnn(Cc3ccccc3)c2n1
 : 0 | 94 | 77 | -1.0 | . | 4 | 8 | 94 | 15
- Cc1cc(C)n2nc(SCCOc3ccccc3)nc2n1
 : 3 | 101 | 96 | 1.5 | 1 | 4 | 9 | 91 | -10
- CCn1nc(C)c(CN2CCCC(CO)(Cc3cccc(Cl)c3)C2)c1C (centres undefined)
 : 2 | 107 | 80 | -1.0 | 1 | -1 | -3 | 104 | -1
- COCCNC(=O)CCCn1c(=O)c2ccccc2n(Cc2cccc([N+](=O)[O-])c2)c1=O
 : 8 | 105 | 96 | 0.8 | 1 | 4 | -4 | 111 | -3
- CC(C)(C)NC(=O)NC(=O)COC(=O)c1cc(=O)[nH]c2ccccc12
 : 2 | 97 | 105 | -2.1 | 0 | 3 | -1 | 104 | -11
- CCN(CC)C(=S)NC(=O)c1cc(OC)c(OC)c(OC)c1
 : -1 | 103 | 93 | -0.6 | 1 | 3 | 9 | 108 | 26
- Cc1cc(C(=O)Nc2nccs2)c2cc(F)ccc2n1
 : -2 | 97 | 107 | -5.0 | 0 | 8 | 1 | 100 | -6
- Cc1ccc(SCCCCN2CCOCC2)cc1
 : -7 | 98 | 96 | 1.8 | 0 | -9 | -9 | 100 | 11
- C=CCC(C(=O)OC)(C(=O)OC)c1ccc(C(F)(F)F)cc1[N+](=O)[O-]
 : 4 | 121 | 91 | -2.9 | 0 | 8 | 9 | 116 | 1
- COc1ccc(CNC(=O)[C@@H](NC(=O)C2CCN(C(=O)[C@@H]3CCCN3C(=O)OC(C)(C)C)CC2)C(C)C)cc1
 : 7 | 95 | 117 | 1.3 | 1 | -3 | -3 | 96 | 1
- CC1=NN(C(N)=S)C(=O)C1N=Nc1ccc([N+](=O)[O-])cc1 (centres undefined)
 : -1 | 92 | 104 | -1.0 | 0 | 4 | 4 | 81 | 9
- CN1CCN(S(=O)(=O)c2ccc3c4c(cccc24)C(=O)N3)CC1
 : 6 | 102 | 92 | -0.7 | 0 | 6 | 11 | 101 | -15
- CC(=O)N1CCN(C(=O)COC(=O)COc2ccc(C#N)cc2)CC1
 : 3 | 91 | 103 | -0.3 | 2 | 5 | 5 | 108 | 1

New compounds follow.
Under each structure: GLD-1 RNA inh | CIT2-GFP yeast | CR mimetic SO | MEX-5 binding | GRK2 aptamer HTS | BCLXL inh | MCL1 BIM primary | AGP1 TOR yeast | VLA-4 inh
- c1ccc2c(c1)NC(CN1CCOCC1)CO2 (centres undefined)
 : 0 | 98 | 101 | -2.9 | 4 | 4 | 0 | 100 | 16
- CCCOc1ccc(NC(=O)C2CC(=O)N/C(=N/N=C(C)/C=C/c3ccc(N(C)C)cc3)S2)cc1 (centres undefined)
 : -4 | 106 | 84 | . | 0 | -1 | -34 | 104 | -24
- Clc1ccccc1/C=C/c1nc(-c2cccnc2)no1
 : 1 | 107 | 104 | 1.5 | 1 | 0 | 3 | 98 | 9
- CN(Cc1ccccc1)S(=O)(=O)c1cc2c3c(c1)CCN3C(=O)CC2
 : 3 | 102 | 92 | 0.1 | 2 | 2 | 2 | 108 | 6
- CN(Cc1ccccc1Br)C(=O)CSc1nnnn1C1CC1
 : 2 | 97 | 99 | . | 1 | -4 | -12 | 99 | 0
- Cc1cc(C)n(CCCNC(=O)c2ccc(C)o2)n1
 : -2 | 95 | 92 | . | 2 | 2 | 3 | 100 | 17
- O=C(c1ccc(CS(=O)c2cccc(Cl)c2)o1)N1CCCCCC1 (centres undefined)
 : -1 | 109 | 119 | -7.7 | 2 | 4 | 7 | 104 | 6
- C=CCn1c(COc2ccccc2)nnc1SC(C)C(=O)N/N=C/c1cc(Cl)ccc1O (centres undefined)
 : 9 | 101 | 100 | 0.9 | 2 | 2 | 6 | 101 | -1
- C/C(=C\c1ccc(Cl)cc1)C(=O)c1c(C)cc(C)[nH]c1=O
 : 8 | 103 | 109 | -0.4 | 5 | 5 | 3 | 96 | 11
- CCOc1ccc(/C=C/C(=O)NC2CCCCC2)cc1
 : 5 | 100 | 113 | 0.2 | 0 | -6 | -4 | 92 | 2
- Cn1cc(CNC(=O)c2cc(-c3ccc(Br)cc3)nc3ccccc23)cn1
 : 0 | 96 | 110 | -1.7 | 2 | 2 | -3 | 97 | 5
- CCCn1cnc2cc(NCc3ccccc3O)ccc21
 : 2 | 100 | 98 | 0.1 | 0 | -1 | 5 | 104 | 24
- COc1ccccc1NC(=O)NNC(=O)c1ccc2ccccc2c1O
 : . | 78 | 96 | 2.4 | 0 | . | . | 98 | -5
- CCOC(=O)[C@@H]1[C@H]2COc3ccccc3[C@@H]2N2C(=O)N(c3ccc(F)cc3)C(=O)[C@]12C
 : 9 | 74 | 102 | -0.6 | 0 | 3 | 3 | 81 | 2
- COc1cc(NS(=O)(=O)c2ccc(NC(=O)c3ccc(S(=O)(=O)N4CCCCC4)cc3)cc2)ncn1
 : -1 | 95 | 100 | -0.3 | 0 | 9 | 11 | 104 | -7
- CC(C(=O)c1ccccc1)n1c(N2CCOCC2)nc2c1c(=O)n(C)c(=O)n2C (centres undefined)
 : -1 | 103 | 92 | 0.7 | 0 | 2 | 3 | 100 | 19
- CC1CCC(C(C)C)C(OC(=O)Cn2c(-c3ccc(F)cc3)[n+](C)c3ccccc32)C1 (centres undefined)
 : 3 | 96 | 102 | . | 0 | 2 | 4 | 101 | 8
- CC1=C(C(N)=O)C(c2ccc3c(c2)OCO3)n2nc(-c3cccc(C)c3)nc2N1 (centres undefined)
 : 3 | 100 | 90 | 0.6 | 0 | 10 | 1 | 103 | -4
- CCOC(=O)CSc1nnc([C@H](Cc2ccccc2)NC(=O)OC(C)(C)C)o1
 : 2 | 98 | 92 | 0.4 | 0 | -3 | -6 | 100 | 1
- Cc1csc(NC(=O)c2cc3c(s2)-c2ccccc2OC3)n1
 : -2 | 96 | 103 | 2.8 | 1 | -1 | -2 | 101 | 20
- CCCc1nnc(NC(=O)CCC(=O)N2CCC(C)CC2)s1
 : 3 | 99 | 108 | 3.9 | 0 | 10 | 5 | 102 | 6
- Cn1ccnc1SCC(=O)Nc1cccc(S(=O)(=O)N2CCCCC2)c1
 : -2 | 109 | 77 | -0.3 | 0 | 4 | 3 | 106 | 3
- COC(=O)[C@@]12CCCN1[C@H](c1ccc(-c3ccc(C(C)=O)cc3)c(OC)c1)[C@H]1C(=O)N(C)C(=O)[C@H]12
 : 7 | 102 | 89 | . | 3 | -1 | 3 | 108 | 38
- COc1ccc(-n2c(=O)c3ccccc3n(CC(=O)c3ccccc3)c2=O)cc1OC
 : 3 | 93 | 94 | -1.4 | 4 | 2 | 7 | 96 | 3
- Cc1ccc2c(CC(=O)N3CCOCC3)coc2c1
 : -2 | 97 | 109 | 2.5 | 0 | -1 | -1 | 98 | 5
- COc1cc(OC)cc(C(C)=O)c1
 : 4 | 89 | 116 | -1.1 | 0 | -4 | 0 | 92 | 7
- O=C(Nc1cccc2ccccc12)NC1CCCCC1O (centres undefined)
 : 7 | 109 | 99 | -0.4 | 1 | -1 | 4 | 85 | 2
- Nc1cnccc1C(=O)O
 : 98* | 102 | 110 | -30* | 1 | 107* | 125* | . | -2
- CCN(CC)Cc1c(C(=O)N/N=C/c2cccc3ccccc23)nnn1-c1nonc1N
 : 0 | 106 | 94 | -4.0 | 2 | 0 | 3 | 96 | 12
- CCCN(Cc1cc2cccc(C)c2[nH]c1=O)S(C)(=O)=O
 : 6 | 88 | 135 | 0.8 | 3 | 1 | -3 | 105 | 13
- CCN(CC(=O)NC1CCS(=O)(=O)C1)S(=O)(=O)c1ccc(Br)cc1 (centres undefined)
 : 5 | 122[may fluoresce red] | 96 | . | 0 | . | . | 94[may fluoresce red] | -4
- COc1ccc(OC)c(C(=O)c2c(C)oc3cc([N+](=O)[O-])c(O)c([N+](=O)[O-])c23)c1
 : -2 | 92 | i | 0.6 | 0 | 12 | 7 | 96 | 7
- O=C(Nc1nnc(C(F)(F)F)s1)c1ccc(N2C(=O)C3C4C=CC(C4)C3C2=O)cc1 (centres undefined)
 : -8 | 89 | 117 | 0.5 | 1 | -2 | -2 | 94 | 0

From PubChem

Random draw from the library. Share with any hit: about 2.1%.
